# Screening results from PubChem BioAssay.
# EP2 mod – EP2 receptor modulators, cAMP readout, primary screen, cell-based, HTRF cAMP, PGE2 stimulation. AID 940, 2007. induction, % at 25 µM. Prostaglandin E2 receptor EP2 subtype (Homo sapiens), P43116. EP2-expressing cells, cAMP HTRF FRET, PGE2 co-stimulation. 260,000 compounds, 0.83% hits;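 active = compounds whose cAMP rise, as percent of the full-agonist control response, exceeds 60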;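 also: rat C6 glioma line stably carrying human EP2 under a CMV promoter; the protocol text gives 20 µM as final concentration; 100% = response of wells given 1 µM PGE2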
# Target sequence (P43116 whole entry, looked up): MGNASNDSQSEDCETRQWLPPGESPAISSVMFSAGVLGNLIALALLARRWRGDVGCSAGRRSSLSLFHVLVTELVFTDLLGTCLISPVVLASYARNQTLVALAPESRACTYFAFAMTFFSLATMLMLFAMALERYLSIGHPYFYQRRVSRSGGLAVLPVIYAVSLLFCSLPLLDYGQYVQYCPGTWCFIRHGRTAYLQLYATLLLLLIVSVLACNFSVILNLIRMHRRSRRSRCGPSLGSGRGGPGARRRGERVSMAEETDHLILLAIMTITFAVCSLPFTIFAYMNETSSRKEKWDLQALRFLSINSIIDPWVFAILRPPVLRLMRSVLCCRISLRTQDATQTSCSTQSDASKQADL
# Starred values were filed as active, the others as inactive.
# Sample of the layout, three compounds:
SMILES,EP2 mod
Cc1cc(-c2cncnc2C2CCN(C(=O)CCc3ccco3)CC2)on1,-0.4
CCc1cc(=O)n2[nH]c(CC)c(-c3ccc(F)cc3)c2n1,-2.2
O=C(c1ccco1)N1CCC[C@H]1Cn1nc(-c2ccc3c(c2)OCCO3)ccc1=O,-9.5

# The listing, from the first entry:
SMILES,EP2 mod
Cc1cc(-c2cncnc2C2CCN(C(=O)CCc3ccco3)CC2)on1,-0.4
CCc1cc(=O)n2[nH]c(CC)c(-c3ccc(F)cc3)c2n1,-2.2
O=C(c1ccco1)N1CCC[C@H]1Cn1nc(-c2ccc3c(c2)OCCO3)ccc1=O,-9.5
C=CCOc1ccc(C(=O)N2CCC(C(=O)c3cccnc3)CC2)cc1,-33.6
COc1ccc(C2(NC(=O)Cc3n[nH]c(=O)c4ccccc34)CCCCC2)cc1,-35.1
CCCC(=O)N1CCC(n2nnc3ccccc3c2=O)CC1,-46.8
COc1cccc(C(=O)N2CCC(Cn3nc(-c4ccccc4)ccc3=O)CC2)c1,10.1
Cc1cccc(CN2CCc3c(nc(N4CCCC(C)C4)[nH]c3=O)C2)n1 (configuration not stated),-17.5
COc1cccc(CN2CCN(C(=O)c3c(C)noc3C)[C@@H](C)C2)c1,-12.9
Cc1ncc(-c2ccncc2)c(C2CCN(C(=O)c3cnccn3)CC2)n1,-29.7
CN(C)C(=O)CN1CC[C@@H](c2ccccc2)[C@H](O)C1,59.0
Cc1ccc2cc3c(nc2c1)OCC(=O)N(Cc1ccco1)C3,-29.1
Cc1nn(CC(=O)NCc2ccco2)c(=O)c2cc3sccc3n12,-31.3
Cc1ncc(-c2ccncc2)c(C2CCN(C(=O)c3cnn(C(C)C)c3)CC2)n1,-11.2
COc1cccc(CC(=O)N2CCC(O)(c3ccccn3)CC2)c1,-26.9
c1ccc(COc2ccccc2-c2nc3cnccn3c2NC2CCCC2)nc1,4.4
CC[C@H](Cn1nc(-c2ccc(OC)cc2)ccc1=O)NC(=O)c1n[nH]c(=O)c2ccccc12,-6.2
O=C(Cc1cccc(F)c1)N1CCC(Cn2nc(-c3ccco3)ccc2=O)CC1,-51.9
Cn1ccnc1C1(O)CC2CCC(C1)N2C(=O)Nc1ccc(F)cc1 (configuration not stated),-45.6
CS(=O)(=O)c1cnc2ncnn2c1C1CCCN(C(=O)Cc2ccc(F)cc2)C1 (configuration not stated),-5.6
CC(C)(C)C1=NN(CC(=O)N2CCCCC2)C(=O)c2cc3ccccc3n2C1,-14.5
O=C(Cc1ccsc1)N1C2CCC1CC(c1ccc(F)cc1)C2 (configuration not stated),18.6
CCc1[nH]n2c(=O)cc(COC)nc2c1-c1ccc(Cl)cc1,-4.2
CCCNC(=O)CN1N=C(C(C)(C)C)Cn2c(cc3ccccc32)C1=O,-110.3
CCn1c(N2CCC(C(=O)NC(C)C)CC2)nc2ccccc21,-82.5
O=C(c1n[nH]c2c1CCCC2)N1CCc2c(nc(N3CCCCC3)[nH]c2=O)C1,0.6
CCOc1ccc(C(=O)N2CCC(c3nc(C)ncc3-c3ccncc3)CC2)o1,-113.0
CC(C)c1cc(C(=O)NC2(c3ccc(F)cc3)CCCC2)n[nH]1,-16.2
NC(=O)c1ccc(C(=O)N2C3CCC2CC(c2ccc(F)cc2)C3)c(F)c1 (configuration not stated),-55.9
COc1cccc(CC(=O)N2CCC(n3nc(-c4ccco4)ccc3=O)CC2)c1,-19.6
COC(=O)c1ccc(C(=O)N2CCC(C(=O)c3nc4ccccc4s3)CC2)s1,-151.4
Cn1ccnc1C1(O)CC2CCC(C1)N2C(=O)C1CCCC1 (configuration not stated),-10.0
O=C(c1cc(C2CC2)nc2ccccc12)N1CCc2c(nc(N3CCOCC3)[nH]c2=O)C1,-24.9
O=C(Cn1cnc2ccccc21)NC1(c2ccc(F)cc2)CCCC1,-28.9
COc1cc(-c2cc3nccc(C4CCCNC4)n3n2)cc(OC)c1OC (configuration not stated),16.9
O=C(c1cc(-c2ccco2)on1)N1CCCC1c1nc2ccccc2[nH]1 (configuration not stated),-61.0
CCn1c2cc(C)sc2c2cnn(CC(=O)N3CCC(C(N)=O)CC3)c(=O)c21,-8.5
O=C(c1cnccn1)N1CCC2(CC1)CC(O)(c1ccc(F)cc1)CO2 (configuration not stated),18.4
CCCCc1nc(Cl)c(CN2CCc3c(nc(N4CCCC(C)C4)[nH]c3=O)C2)[nH]1 (configuration not stated),2.6
CCn1c2cc(C)oc2c2cnn(Cn3nnc4ccccc43)c(=O)c21,-21.7
Cn1c(N2CCC(C(=O)Nc3cccnc3)CC2)nc2ccccc21,-17.2
CS(=O)(=O)N1CCc2cc(C(=O)N3CCCCC3c3nc4ccccc4[nH]3)ccc21 (configuration not stated),-38.0
NC(=O)CN1N=C(c2ccccc2)Cn2c(cc3sccc32)C1=O,-25.4
Cc1noc(C)c1C(=O)N1CCN(Cc2ccco2)C[C@@H]1C(C)C,-11.6
Cc1sc2nc(C(C)C)n3c(=O)n(CC(=O)N4CCNC(=O)C4(C)C)nc3c2c1C,-44.3
Cc1ccc2nc(CCC(=O)N3CCC(C(=O)c4nc5ccccc5s4)CC3)[nH]c2c1,-70.6
COc1ccc2c(c1)C(=O)CC1(CCN(C(=O)N3CCCC3)CC1)O2,-39.0
CC[C@H](Cn1ncc2ccccc2c1=O)NC(=O)c1ccc2c(c1)n(C)c(=O)n2C,-43.7
COc1ccc(/C=C/CN2CCc3c(nc(N4CCC(C)CC4)[nH]c3=O)C2)cc1,5.4
CCc1nn(CC(=O)N(C)C)c(=O)c2cc3sccc3n12,16.9
CCn1cc(C(=O)N2CCn3c(nc(-c4ccc(OC)cc4)c3NC(C)(C)C)C2)cn1,-9.5
CN(C)C(=O)CN1N=C(C(C)(C)C)Cn2c(cc3sccc32)C1=O,-24.7
CC(C)(C)OC(=O)N1CCC[C@@H](C(=O)c2ccc(F)cc2)C1,-14.6
COc1ccc(-c2nc3cnccn3c2NCc2ccco2)cc1CO,-50.7
CCCc1nn(CC(=O)N2CCC(C(N)=O)CC2)c(=O)c2cc3ccsc3n12,-16.1
COc1ccc(-c2nnn(C3CCN(C(=O)c4cnsc4)CC3)n2)cc1,-48.4
O=C(Cn1nc(-c2cccs2)n(-c2cccnc2)c1=O)NC1CC1,-6.2
O=C(CN1CCC(O)(c2ccccn2)CC1)N1c2ccccc2Sc2ccccc21,-35.3
CCn1c2cc(C)sc2c2cnn(CC(=O)N3CCCCC3)c(=O)c21,-23.4
CC(C)[C@@H](Cn1nc(-c2cccs2)ccc1=O)NC(=O)Cc1n[nH]c(=O)c2ccccc12,4.1

# (cont.)
SMILES,EP2 mod
COc1cccc(CN2CCN(C(=O)NCc3ccccc3)[C@@H](C)C2)c1,-31.0
CCc1cc(NCCCN2CCOCC2)n2nc3nc(C)cc(C)c3c2n1,-44.7
CC(C)n1c(=O)n(CC(=O)NCc2ccccc2)c2cccnc21,-5.9
O=C(CCC1CCCC1)N1CCC(Cn2nc(-c3cccs3)ccc2=O)CC1,-61.9
O=C(Cc1cccs1)N1CCCCC1c1nc2ccccc2[nH]1 (configuration not stated),2.2
Cc1cc2c(s1)c1cnn(Cc3ccncc3)c(=O)c1n2Cc1ccc(F)cc1,-37.9
CCn1c(=O)n(CC(=O)Nc2ccc3c(c2)OC(C)(C)O3)c2cccnc21,-2.6
O=C(c1ccncc1)N1CCCC(c2[nH]ncc2-c2ccncc2)C1 (configuration not stated),7.7
CN1[C@@H](C(=O)Nc2ccc3c(c2)OCO3)C[C@@H](c2cccs2)NS1(=O)=O,3.3
COc1cccc(Cn2ncc3c4sc(C)cc4n(C)c3c2=O)c1,-39.8
COc1ccc(C(NC(=O)N(C(C)C)C(C)C)c2nccn2C)cc1 (configuration not stated),2.5
CC(=O)OCc1ccc(CN2CCc3c(nc(N4CCCCC4)[nH]c3=O)C2)o1,-31.4
CN(C(=O)C1CCCC1)c1nc2c(s1)CCc1occc1-2,-11.2
CCOc1ccccc1NC(=O)CN1CCC(n2cnc3cccnc32)CC1,-26.4
COCCNC(=O)[C@H]1C[C@@H](c2cccs2)NS(=O)(=O)N1C,-7.6
Cc1ncsc1C(=O)N1CCC2(CC1)NC(=O)c1ccccc1O2,1.5
Cc1cc2c(cc3c(=O)n(CC(=O)NC(C)C)nc(C)n32)s1,-3.3
Cc1ncc(-c2ccncc2)c(C2CCCN(C(=O)CCn3nnc4ccccc43)C2)n1 (configuration not stated),-3.1
CCc1nn(CC(=O)NC2CCC2)c(=O)c2cc3ccsc3n12,4.4
COc1ccc(-c2csc(NC(=O)c3ncoc3-c3cccs3)n2)cc1OC,-32.7
CCn1c2ccccc2n2c(=O)n(CC(=O)N3CCNC(=O)C3(C)C)nc12,-11.6
Cc1ncc(-c2ccncc2)c(C2CCCN(C(=O)CCn3c(=O)oc4ccccc43)C2)n1 (configuration not stated),-4.3
COc1ccc2c(c1)C(=O)CC1(CCN(CC(N)=O)CC1)O2,-40.5
COc1ccc(NC(=O)Cn2nc(C)n3c(cc4ccsc43)c2=O)cc1,6.5
C=CCn1c(N2CCC(C(=O)NC3CCCC3)CC2)nc2ccccc21,-14.4
Cc1ncc(-c2ccncc2)c(C2CCCN(C(=O)c3ccco3)C2)n1 (configuration not stated),-36.4
Cn1ccnc1C1(O)CC2CCC(C1)N2C(=O)C1CCCO1 (configuration not stated),-60.9
Cc1noc(C)c1C(=O)N1CCN(Cc2ccccc2F)C[C@@H]1C(C)C,-11.8
O=C(N1CCCC(c2nc(-c3ccncc3)n[nH]2)C1)C1(c2ccccc2)CC1 (configuration not stated),-6.7
O=C(CCn1nnc2ccccc21)N1CCCC(c2ncncc2-c2ccncc2)C1 (configuration not stated),-43.1
COCC(=O)NC(CC(C)C)c1nc2cccnc2n1C(C)C (configuration not stated),-10.1
COc1cccc(CN2CCN(C(=O)c3cnc(C)cn3)[C@@H](C)C2)c1,-43.6
COc1cccc(CN2CCN(C(=O)c3cc4nc(C)cc(C)n4n3)[C@@H](C)C2)c1,-3.6
C[C@H]1CN(Cc2ccco2)CCN1C(=O)c1cnccn1,-20.3
COc1ccc([C@@H]2C[C@H](C(=O)Nc3ccc(F)cc3F)N(C)S(=O)(=O)N2)cc1OC,-21.8
COCCNc1c2c(nc3c(-c4cccs4)c(C)nn13)CCC2,-42.5
COc1ccccc1C1(NC(=O)c2cc(C(C)C)[nH]n2)CCCC1,-8.0
CN(C(=O)c1cc(C2CC2)nc2ccccc12)c1nc2c(s1)CCc1occc1-2,-1.5
CC(C)(C)C1=NN(CC(N)=O)C(=O)c2cc3ccccc3n2C1,-6.0
COc1ccc(C2(C(=O)N[C@@H](Cn3nc(C4CC4)ccc3=O)C(C)C)CC2)cc1,14.8

# Sorted by length of the SMILES (highest first): part of the list above.
SMILES,EP2 mod
COc1ccc([C@@H]2C[C@H](C(=O)Nc3ccc(F)cc3F)N(C)S(=O)(=O)N2)cc1OC,-21.8
O=C(N1CCCC(c2nc(-c3ccncc3)n[nH]2)C1)C1(c2ccccc2)CC1 (configuration not stated),-6.7
COc1cccc(CN2CCN(C(=O)c3cnc(C)cn3)[C@@H](C)C2)c1,-43.6
COc1ccccc1C1(NC(=O)c2cc(C(C)C)[nH]n2)CCCC1,-8.0
Cn1ccnc1C1(O)CC2CCC(C1)N2C(=O)C1CCCO1 (configuration not stated),-60.9
C[C@H]1CN(Cc2ccco2)CCN1C(=O)c1cnccn1,-20.3

# Remaining list, next part
SMILES,EP2 mod
CCc1nc2cccnc2n1CCNC(=O)Cc1cccs1,18.6
CCCNC(=O)CN1N=C(c2ccccc2)Cn2c(cc3sccc32)C1=O,2.7
Cc1nc2ccc(C(=O)N3CCCC(c4ncncc4S(C)(=O)=O)C3)cc2nc1C (configuration not stated),1.8
O=C(c1ccncc1)N1CCC(O)(c2ccccn2)CC1,-4.2
C=CCn1c(N2CCC(C(=O)Nc3ccccc3F)CC2)nc2ccccc21,-36.4
O=C(c1cccc(Cl)c1)N1CCC(O)(c2cccnc2)CC1,-10.5
Cc1cc2ccccc2n2c(=O)n(CC(=O)N3CCCCC3C)nc12 (configuration not stated),-17.4
CCc1nn(CC(=O)NC(C)(C)C)c(=O)c2cc3occc3n12,-7.9
C=CCn1c2cc(C)sc2c2cnn(Cc3ccncc3)c(=O)c21,-41.3
Cc1nc2sc3c(c2c2nn(CC(=O)NCc4ccco4)c(=O)n12)CCC(C)C3 (configuration not stated),-24.7
O=C(CN1CCC(c2ccc3c(c2)OCO3)CC1)N1CCCCC1,-17.0
O[C@@H]1CN(Cc2ccccc2)CC[C@H]1c1ccc(F)cc1,-28.6
Cc1cnc(NC(=O)CN2CCC(O)(c3ccc(F)cc3)CC2)s1,-28.4
Cc1cc(-c2cn3c4c(nnc3n2)CCCC4)ccc1NC(=O)C(C)N1CCCC1=O (configuration not stated),-9.2
Cc1cc(-c2cnc(C)nc2C2CCN(C(=O)c3cc(C(C)C)[nH]n3)CC2)on1,-12.5
COc1ccc(CC(=O)N2CCC(c3ccc4c(c3)OCO4)CC2)cc1,-18.5
Cn1ccnc1C1(O)CC2CCC(C1)N2C(=O)N1c2ccccc2Sc2ccccc21 (configuration not stated),-3.4
O=C(c1ccc(F)cc1F)N1CCC(Cn2nc(-c3ccccc3)ccc2=O)CC1,-51.0
CCN(CC)c1ccc(CN2CCc3c(nc(N4CCOCC4)[nH]c3=O)C2)c(OC)c1,-9.2
Cc1cc(-c2cnc(C)nc2C2CCN(C(=O)c3ccc(Cn4cccn4)o3)CC2)on1,-17.9
O=C(c1nc2ccccc2s1)C1CCN(C(=O)Cc2ccccc2F)CC1,-25.3
CCc1nn(CC(=O)NCCCN2CCCC(C)C2)c(=O)c2cc3occc3n12 (configuration not stated),10.3
C=CCn1c2cc(C)sc2c2cnn(CC(=O)N3CC(C)CC(C)C3)c(=O)c21 (configuration not stated),-29.9

# Look-ups from above.
# EP2 mod with O=C(c1ccncc1)N1CCC(O)(c2ccccn2)CC1 reads -4.2
# EP2 mod with O=C(CN1CCC(c2ccc3c(c2)OCO3)CC1)N1CCCCC1 reads -17.0
# EP2 mod with COc1ccc(CC(=O)N2CCC(c3ccc4c(c3)OCO4)CC2)cc1 reads -18.5
# EP2 mod with O[C@@H]1CN(Cc2ccccc2)CC[C@H]1c1ccc(F)cc1 reads -28.6

# A portion of the library. The share of hits here may be higher or lower than overall.
